TRPC6 activator – mouse TRPC6 channel activators, primary screen, cell-based, HEK293, membrane potential dye | HEK293-TRPC6 membrane potential dye fluorescence; active compounds read high | B-score at 10 µM | 310,000 tested, 0.13% active;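 active = B-score of the integrated fluorescence ratio above library mean plus 3 SD, and starting fluorescence ratio within library mean plus 5 SD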;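 also: higher score means more depolarization so channel activation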
SKKanGAS inh – S. pyogenes SKKanGAS growth inhibitors in kanamycin, primary screen, streptokinase expression inhibitor project, SKKanGAS strain, BacTiter-Glo luminescence. 6 h. inhibition, % at 7.5 µM. 300,000 tested, 1.3% active. AID 1662, 2009;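 active = mean replicate score, as percent of positive control median, at least 50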;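 also: strain carries kanamycin resistance gene driven by streptokinase promoter and grows in 40 µg/ml kanamycin; loss of luminescence reflects streptokinase promoter inhibition or plain growth inhibition; 0% = median of DMSO wells and 100% = positive control at its reference dose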
RGS4 inh – RGS4 inhibitors, primary screen, cell-based, HEK293 M3R inducible RGS4, calcium flux. Regulator of G-protein signaling 4 (Homo sapiens), P49798. Fluo-4 calcium flux; active compounds read high; triggered by carbachol at its EC20. B-score at 10 µM. 310,000 tested, 0.45% active;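 active = B-score, a plate-corrected calcium signal, over three deviations above library mean, with baseline fluorescence within five deviations of library mean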;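 also: RGS4 expression induced by doxycycline in cells with stable M3 receptor; B-score is computed from the integrated fluorescence ratio over baseline after carbachol; higher B-score means a larger calcium signal and so more RGS4 inhibition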
Target sequence (P49798 whole entry, looked up): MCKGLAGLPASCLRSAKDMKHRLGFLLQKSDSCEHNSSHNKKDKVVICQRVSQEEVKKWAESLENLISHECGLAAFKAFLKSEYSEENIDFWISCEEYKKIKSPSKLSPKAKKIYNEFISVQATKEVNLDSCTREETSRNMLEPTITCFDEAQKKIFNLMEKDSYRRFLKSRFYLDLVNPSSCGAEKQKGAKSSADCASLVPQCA
HDAC3 inh – HDAC3 deacetylase inhibitors, primary screen, biochemical, fluorescence, cell-free homogeneous | Histone deacetylase 3 (Homo sapiens), O15379 | recombinant HDAC3, fluorogenic peptide/trypsin coupled | inhibition, % at 8.3 µM | 320,000 tested, 0.15% active | AID 2718, 2010; in the data active = inhibition above about 26%, passing the limit was not always enough
Target sequence (O15379 whole entry, looked up): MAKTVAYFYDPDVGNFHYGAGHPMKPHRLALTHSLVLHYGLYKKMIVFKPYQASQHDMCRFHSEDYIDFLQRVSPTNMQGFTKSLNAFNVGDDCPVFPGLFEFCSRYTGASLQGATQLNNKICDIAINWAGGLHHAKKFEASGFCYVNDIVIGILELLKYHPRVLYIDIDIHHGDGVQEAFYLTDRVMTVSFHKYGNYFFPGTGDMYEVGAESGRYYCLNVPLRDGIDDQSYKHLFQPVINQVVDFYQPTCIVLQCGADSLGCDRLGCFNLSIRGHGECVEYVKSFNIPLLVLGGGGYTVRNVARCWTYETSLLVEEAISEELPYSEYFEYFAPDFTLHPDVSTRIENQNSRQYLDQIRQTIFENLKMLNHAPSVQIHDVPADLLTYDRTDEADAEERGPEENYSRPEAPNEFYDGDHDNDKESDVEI
ANO1 activ – TMEM16A chloride channel activators or potentiators, primary screen, cell-based, HTS | Anoctamin-1 (Mus musculus), Q8BHY3 | HEK293 TMEM16A/YFP-H148Q/I152L, iodide quench fluorescence; active compounds read low | B-score at 10 µM | 340,000 tested, 0.3% active;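 active = fluorescence-ratio B-score plate-corrected deviation score at least 3 library SD below zero, with starting fluorescence score within 5 deviations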;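 also: channel opened by trigger with iodide after compound preincubation; score built on the fluorescence ratio of max minus min over baseline; more negative score means more quench and so TMEM16A activation or potentiation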
MrgX1 antag – antagonists of human MrgX1 receptor, primary screen, HEK293 cells, Fluo-4 calcium flux | BAM8-22 antagonism; active compounds read low | AID 588676, 2011 | B-score at 10 µM | 310,000 tested, 1.3% active;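 active = calcium-response B-score plate-corrected more than 3 library SD below zero, starting fluorescence within 5 deviations, no agonist response on first addition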;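 also: peak minus trough fluorescence over baseline after final BAM8-22 challenge near maximal dose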
Target sequence (Q96LB2 whole entry, looked up): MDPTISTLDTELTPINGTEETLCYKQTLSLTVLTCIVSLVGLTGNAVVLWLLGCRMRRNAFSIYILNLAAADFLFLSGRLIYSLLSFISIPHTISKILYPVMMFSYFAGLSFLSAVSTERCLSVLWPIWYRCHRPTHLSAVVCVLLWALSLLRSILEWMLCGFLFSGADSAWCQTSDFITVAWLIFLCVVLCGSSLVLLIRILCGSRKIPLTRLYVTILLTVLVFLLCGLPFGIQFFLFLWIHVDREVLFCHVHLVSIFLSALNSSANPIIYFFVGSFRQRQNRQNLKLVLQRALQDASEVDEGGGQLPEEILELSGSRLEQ
MrgX1 ag – agonists of human MrgX1 receptor, primary screen, HEK293 cells, Fluo-4 calcium flux; Mas-related G-protein coupled receptor member X1 (Homo sapiens), Q96LB2; Fluo-4 calcium fluorescence, agonist mode; active compounds read high; B-score at 10 µM; 310,000 tested, 0.44% active; AID 588627, 2011;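 active = calcium response B-score plate-corrected fluorescence ratio at least 3 library SD, with starting fluorescence B-score inside 5 SD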
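Test system: Stable human MrgX1 HEK293 cell line | Schedule: Overnight plating before 1 h dye loading | Read-out basis: Baseline-normalised fluorescence change ratio, B-scored | Detection: Kinetic calcium dye fluorescence, Fluo-4 NW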
RGS4 pot – RGS4 potentiators or activators, primary screen, cell-based, HEK293 M3R inducible RGS4, calcium flux. carbachol calcium flux Fluo4; active compounds read low. B-score at 10 µM. 310,000 tested, 0.92% active;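 active = B-score of the integrated calcium signal more than 4 SD below the library mean, with starting fluorescence not abnormally high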;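 also: negative B-score means reduced calcium response which marks RGS4 activation or potentiation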
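Assay system: HEK293 FlpIn-TREx cells, stable M3R, doxycycline-inducible RGS4 / Probe or stimulus: carbachol, ECmax concentration / Times: overnight RGS4 induction, 30 min dye load 37 °C, 20 min compound RT / Signal: kinetic calcium fluorescence imaging with Fluo4-AM dye, 2 µM / Measure: Agonist-evoked peak-minus-minimum fluorescence over baseline, integrated ratio, B score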
ANO1 block – TMEM16A chloride channel inhibitors, primary screen, cell-based, HTS; Anoctamin-1 (Mus musculus), Q8BHY3; HEK293 TMEM16A/YFP iodide influx fluorescence, ionomycin; normalized B-score (activity score, 25-100; higher = stronger inhibition) at 10 µM; 310,000 tested, 1.2% active;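 active = ratio plate-corrected score three or more library SD toward inhibition, starting fluorescence score within five deviations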;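 also: score derived from kinetic fluorescence span divided by baseline fluorescence per well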
MrgX1 PAM – positive allosteric modulators of MrgX1, primary screen, HEK293 cells, Fluo-4 calcium flux | Mas-related G-protein coupled receptor member X1 (Homo sapiens), Q96LB2 | 310,000 tested, 0.63% active | FDSS; active compounds read high | B-score at 10 µM;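 active = plate-corrected calcium response at least 3 library SD above typical, normal starting fluorescence, not activating the receptor alone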;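 also: compound read alongside a low EC10 to EC30 dose of BAM8-22 agonist; peak minus trough fluorescence over baseline measured at the second addition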
TRPC6 inh – mouse TRPC6 channel inhibitors, primary screen, cell-based, HEK293, membrane potential dye | 310,000 tested, 1.1% active | AID 2553, 2010 | Short transient receptor potential channel 6 (Mus musculus), Q61143 | B-score at 10 µM | ACh-evoked depolarization; active compounds read low;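 active = B-score under library mean minus 3 SD, initial fluorescence not abnormally high, positive integrated signal ratio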;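 also: B-score derived from integrated fluorescence ratio over the kinetic read; more negative B-score means stronger inhibition of depolarization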
* marks the source's active call; other numbers are inactive results; i = inactive; . = no result given.

mol	TRPC6 activator	SKKanGAS inh	RGS4 inh	HDAC3 inh	ANO1 activ	MrgX1 antag	MrgX1 ag	RGS4 pot	ANO1 block	MrgX1 PAM	TRPC6 inh
N#Cc1ccc(C(=O)Nc2cccc(NC(=O)c3ccco3)c2)c(F)c1	i	-4	i	2	i	i	i	i	i	i	i
COCCNC(=O)/C(C#N)=C/c1ccc(O)cc1	i	1	i	10	i	i	i	i	i	i	i
COc1ccccc1N(CC(=O)NCc1ccccn1)S(C)(=O)=O	i	-5	i	-4	i	i	i	i	i	i	i
COc1ccc(NC(=O)N2CCN(c3cccc(C(F)(F)F)c3)CC2)cc1	i	2	i	4	i	i	i	i	i	i	i
CCCc1cc(=O)c2c(O)ccc(OC)c2o1	i	0	i	2	i	i	i	i	i	i	i
Cc1nc(SCN2C(=O)c3ccccc3C2=O)n[nH]1	i	-7	i	1	i	i	i	i	i	i	i
CCOc1ccc(C(=O)N/N=C/c2ccc(-c3ccc(S(=O)(=O)Nc4ncccn4)cc3)o2)cc1	i	8	i	-3	i	i	i	i	i	i	i
O=C(C1CC(=O)N(C2CCCCC2)C1)N1CCN(c2ccccc2)CC1 (stereo not drawn)	i	-4	i	1	i	i	i	i	i	i	i
CCOC(=O)NC(NS(=O)(=O)c1ccccc1)(C(=O)OCC)C(F)(F)F (stereo not drawn)	i	9	i	10	i	i	i	i	i	i	i
C=C(C)C1CC=C(C)/C(=N/NC(=O)c2cccs2)C1 (stereo not drawn)	i	0	i	-2	i	i	i	i	i	i	i
Cc1nc2ccc(S(=O)(=O)N(C)CC(=O)NCc3ccc(N(C)C)cc3)cc2s1	i	6	i	3	i	i	i	i	i	i	i
CC(=O)N1CCn2c3c(c(=O)c4cc(C)ccc42)CCC31 (stereo not drawn)	i	2	i	4	i	i	i	i	i	i	i
COc1ccccc1C(=O)Nc1ccnn1C1CCN(C2CCSCC2)CC1	i	-2	i	13	i	i	i	i	i	i	i
Cc1ccc(C2=NN=C(NC(=O)CSc3nc(C)cc(C)n3)SC2)cc1	i	3	i	.	.	i	i	i	i	i	i
COC(=O)c1cn(Nc2ncc(C(F)(F)F)cc2Cl)c(=O)c2ccccc12	i	15	i	10	i	i	i	i	i	i	i
O=C(/C=C/c1ccc(F)cc1)N1CCN(c2ncccn2)CC1	i	1	i	1	i	i	i	i	i	i	i
COC(=O)c1cccc(CSc2nnc(C)s2)c1	i	8	i	-6	i	i	i	i	i	i	i
O=C(Nc1ccc(Cl)c(Cl)c1)Nc1ccccc1O	i	14	i	17	i	-5.5*	i	i	100*	i	i
C=CCn1c(SCC(=O)NC2CCCC2)nnc1-c1cccnc1	i	-5	i	-4	i	i	i	i	i	i	i
O=C(COC(=O)c1ccc([N+](=O)[O-])s1)NC(=O)NCc1ccccc1	i	9	i	6	i	i	i	i	i	i	i

New compounds follow:
mol	TRPC6 activator	SKKanGAS inh	RGS4 inh	HDAC3 inh	ANO1 activ	MrgX1 antag	MrgX1 ag	RGS4 pot	ANO1 block	MrgX1 PAM	TRPC6 inh
COc1cccc(-c2c(C#N)c(SC)nc3cc(C)nn23)c1	i	-5	i	5	i	i	i	i	i	i	i
CC(/C=N\N1CCN(c2ccc(Cl)cc2)CC1)=C\c1ccccc1	i	-20	i	-1	i	i	i	i	i	i	i
COC(=O)c1sc(N)c(C(=O)OC)c1CSc1nnnn1C	i	-2	i	2	i	i	i	i	i	i	i
CCOC(=O)N1CCN(C(=O)C2CCN(S(=O)(=O)c3ccc(Br)s3)CC2)CC1	i	-6	i	8	i	i	i	i	i	i	i
CN(C)S(=O)(=O)Oc1ccc(Cl)cc1C(=O)Nc1cccc(C(F)(F)F)c1	i	1	i	13	i	i	i	i	i	i	i
O=C(NC1CC1)C1=C[C@@H](c2ccc(Br)cc2)C[C@@H](OCc2ccc(CO)cc2)O1	i	1	i	3	i	i	i	i	i	i	i
Cc1ccc(Cn2c(SC(C)C(N)=O)nc3ccccc3c2=O)cc1 (stereo not drawn)	i	-3	i	3	i	i	i	i	i	i	i
NC(=O)C1CCN(Cc2ccc(OCc3ccccc3)cc2)CC1	i	-1	i	3	i	i	i	i	i	i	i
Cc1nc(NCc2ccc3c(c2)OCO3)c2nnn(Cc3ccccc3)c2n1	i	3	i	-1	i	i	i	i	i	i	i
COc1ccc([N+](=O)[O-])cc1NC(=O)C1CCCN1S(=O)(=O)c1cccs1 (stereo not drawn)	i	14	i	-14	i	i	i	i	i	i	i
CN(C(=O)c1ccco1)c1nc2c(s1)CCCC2	i	6	i	5	i	i	i	i	i	i	i
O=C(Nc1ccc(C(=O)NCCCN2CCCCC2)cc1)C1=CSCCO1	i	2	i	7	i	i	i	i	i	i	i
Cc1onc(-c2ccccc2Cl)c1C(=O)OCC(=O)N1CCN(c2ccccc2)CC1	i	48	i	-12	i	i	i	i	i	i	i
NC(=O)c1ccc[n+](Cc2ccccc2)c1	i	-1	i	-2	i	i	i	i	i	i	i
COc1ccc(C(=O)Oc2ccc(/C=N/Nc3ccc(Cl)c(C(=O)O)c3)cc2OC)cc1	i	26	i	6	i	i	i	i	i	i	i
CCC(C)NC(=O)c1ccc(CS(=O)(=O)Cc2ccc(Cl)cc2)o1 (stereo not drawn)	i	-1	i	3	i	i	i	i	i	i	i
COc1cccc(NC(=O)c2cccnc2)c1	i	-4	i	-9	i	i	i	i	i	i	i
CCc1ccc2oc(C(=O)NCC(c3ccc(OC)cc3)N3CCCCC3)c(C)c2c1 (stereo not drawn)	i	-5	i	4	i	i	i	-8.1*	i	i	i
NN=C(c1cccc([N+](=O)[O-])c1)c1cccc([N+](=O)[O-])c1	i	2	i	-2	i	i	i	i	i	i	i
Cc1coc2cc3oc(=O)ccc3cc12	i	-1	i	14	i	i	i	i	i	i	i

Further results follow:
mol	TRPC6 activator	SKKanGAS inh	RGS4 inh	HDAC3 inh	ANO1 activ	MrgX1 antag	MrgX1 ag	RGS4 pot	ANO1 block	MrgX1 PAM	TRPC6 inh
Cc1ccc(S(=O)(=O)Nc2ccc(O)c(S(=O)(=O)c3ccc(C)cc3)c2)cc1	i	-3	i	-4	i	i	i	i	i	i	i
COC(=O)C1=C(C)NC(C)=C(C(=O)OC)C1c1ccc(C)o1	i	3	i	-2	i	i	i	i	i	i	i
O=C1CN(S(=O)(=O)c2cc(Cl)ccc2Cl)c2ccccc2N1	i	-1	i	5	i	i	i	i	i	i	i
C=C(C)c1sc(-c2ccccc2)nc1C	i	5	i	-6	.	i	i	i	i	i	i
OC(C#CCCN1CCCCC1)(c1ccccc1)c1ccccc1	i	-3	i	-2	i	i	i	i	i	i	-8.8*
O=C(COC(=O)c1ccc2c(c1)OCO2)NCc1ccc2c(c1)OCO2	i	3	i	-1	i	i	i	i	i	i	i
COc1ccc(C(=O)N[C@H](C(=O)NCc2ccccc2)C(C)C)cc1	i	-4	i	1	i	i	i	i	i	i	i
CCCc1ccc(C(=O)NC(=O)c2ccccc2O)cc1	i	12	i	3	i	i	61*	i	100*	i	i
O=C(CNc1ccccc1Cl)c1ccc(Br)cc1	i	2	i	4	i	i	i	i	i	i	i
CCOC(=O)Cc1cc(=O)n2[nH]c(-c3ccc(C)cc3)cc2n1	i	5	i	-14	i	i	i	i	i	i	i
Cc1nn(C)c(Cl)c1/C=C/C(=O)O	i	0	i	-4	i	i	i	i	i	i	i
CCN1CCN(C2=C(Cl)C(=O)N(Cc3ccccc3)C2=O)CC1	.	.	.	4	i	i	i	.	i	i	.
CCOC(=O)N1CCN(C(=O)c2cc3c(=O)[nH]c4ccccc4c3s2)CC1	i	-2	i	-4	i	i	i	i	i	i	i
CCn1c([N+](=O)[O-])nc2c1c(=O)[nH]c(=O)n2C	i	4	i	.	i	.	.	i	.	.	i
C=C[C@@]1(C)CC(=O)[C@]2(O)[C@@]3(C)[C@@H](O)CCC(C)(C)[C@@H]3[C@H](OC(C)=O)[C@H](O)[C@@]2(C)O1	i	0	i	4	i	i	i	i	i	7.7*	i
O=C(CC(c1ccccc1)c1cc(Cl)ccc1O)NCCCN1CCOCC1 (stereo not drawn)	i	0	i	0	i	i	i	i	i	i	i
COc1ccc(CN2CNc3c(c(=O)n(C)c(=O)n3C)C2)cc1	i	4	i	2	i	i	i	i	i	i	i
Cc1c(-c2ccc(F)cc2)nc(N)c(C#N)c1-c1cccnc1	i	2	i	-7	i	i	i	i	i	i	i
CCOC(=O)c1c(C)[nH]c(O)c1C=Nc1ccccc1	i	1	i	4	i	i	i	i	i	i	i
C[C@H](c1ccccc1)n1nnc(COCc2ccccc2)c1C#CCOCc1ccccc1	i	-2	i	8	i	i	i	i	i	i	i
COc1ccc(-c2c3c(=O)n(C)c(=O)n(C)c3cn2-c2ccccc2O)cc1	i	-12	i	.	i	i	i	i	i	i	i
CC(C)C(NC(=O)c1ccc(F)cc1)C(=O)OCC(=O)N1CC(=O)Nc2ccccc21 (stereo not drawn)	i	-2	i	0	i	i	i	i	i	i	i
Nc1cccnc1Oc1ccccc1F	i	2	i	-1	i	i	i	i	i	i	i

From PubChem BioAssay
